rCAG binder: molecules binding r(CAG) RNA repeats | r(CAG) RNA repeat, TO-PRO-1 dye displacement fluorescence | inhibition, % at 3 µM | actives 1.3% (n = 370,000) | AID 651821;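 active = inhibition above the plate cutoff, the mean of all test compounds on that plate plus 3 SD, cut at about 35% in these data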;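 also: 0% = DMSO alone and 100% = 100 µM mitoxantrone as full dye displacement; higher means more dye released from RNA so lower well fluorescence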
PRMT1 FP inh: PRMT1 (human) inhibition, primary screen; AID 652257; inhibition, % at 2.79 µM; actives 1.3% (n = 370,000); Q99873; recombinant PRMT1, activity-based probe fluorescence polarization;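 active = inhibition above about 21% made by adding two undisclosed values, limit read from the data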
Target sequence (Q99873 whole entry, looked up): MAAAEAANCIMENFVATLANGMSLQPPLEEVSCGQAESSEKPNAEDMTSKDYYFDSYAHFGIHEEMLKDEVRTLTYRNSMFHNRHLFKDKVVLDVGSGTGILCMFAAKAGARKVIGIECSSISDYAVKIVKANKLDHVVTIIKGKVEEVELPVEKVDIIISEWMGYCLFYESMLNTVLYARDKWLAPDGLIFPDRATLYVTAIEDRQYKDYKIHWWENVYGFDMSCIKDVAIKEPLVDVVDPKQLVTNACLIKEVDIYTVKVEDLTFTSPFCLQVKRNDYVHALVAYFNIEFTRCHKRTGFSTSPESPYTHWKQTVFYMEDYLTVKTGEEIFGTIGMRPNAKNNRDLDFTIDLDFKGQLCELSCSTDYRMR
mABHD4 FP: inhibitors of mouse ABHD4; Q8VD66; purified mABHD4, FP-Rh probe fluorescence polarization; inhibition, % at 8.92 µM; actives 0.54% (n = 370,000);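 active = inhibition exceeding the mean over every tested compound plus 3 SD, cut at about 30% in these data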;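 also: 0% = plate median of compound wells and 100% = S159A mutant with DMSO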
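Test system: mABHD4 protein; Read-out basis: % inhibition; Incubation: 45 min + 60 min at 25 °C; Repeats: single replicate; Technique: fluorescence polarization with parallel and perpendicular emission, 525/598 nm; Compound: 8.92 µM, single dose; Benchmarks: full inhibition S159A mutant plus DMSO, zero as sample-well median.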
Rev-erbA mod: modulators of human Rev-erb alpha DNA binding. P20393. Rev-erbα–FITC-DNA binding, fluorescence polarization, 90 min. activity, % at 10 µM. actives 0.79% (n = 370,000);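 active = activity above about 14%, limit read from the data; passing the limit was not always enough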;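 also: 0% = DMSO wells with 35 nM protein and 100% = DMSO wells with 750 nM protein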
PG9 binder: binds the HIV-1 gp120 antibody PG9; TR-FRET gp120-PG9 antibody binding; inhibition, % at 6.7 µM; actives 0.43% (n = 360,000); AID 624416; in the data active = inhibition above about 8.5%
TDP2 absorb: blocks human TDP2 phosphodiesterase activity. AID 720702. inhibition, % at 12.8 µM. actives 0.34% (n = 370,000). recombinant TDP2, T5PNP hydrolysis, p-nitrophenol absorbance 415 nm. O95551;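 active = inhibition above the mean of all tested compounds plus 3 SD, set per campaign, cut at about 25% in these data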;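 also: 0% = DMSO with enzyme and 100% = buffer with substrate but no TDP2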
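Test system: Human TDP2 enzyme | Reagent: 5 mM T5PNP | Compound dosing: 12.8 µM single point, 1% DMSO | Incubation: Enzyme reaction with compound for 2 h at 37 °C | Technique: p-Nitrophenol epi absorbance | Read-out: % inhibition relative to enzyme-containing and enzyme-free wells | Benchmarks: High control without enzyme, low control DMSO plus TDP2 | Replicates: Singlicate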
LEDGF integ inh: blocks HIV-1 LEDGF/p75-dependent DNA integration; TR-FRET IN-LEDGF/p75 DNA integration, Eu/Cy5; inhibition, % at 3.7 µM; actives 0.64% (n = 370,000);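 active = inhibition above the screen-wide mean plus 3 SD, cut at about 13% in these data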;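 also: signal is the Cy5 over europium emission ratio at 671 and 618 nm; 0% = plate median of compound wells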
HTRA1 inh: blocks human HTRA1 serine peptidase. actives 0.5% (n = 340,000). inhibition, % at 5.96 µM. AID 504803. recombinant HTRA1, FP-rhodamine activity-based probe, fluorescence polarization. Q92743; in the data active = inhibition above about 36%;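 also: 0% = enzyme with DMSO and 100% = wells lacking enzyme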
Target sequence (Q92743 whole entry, looked up): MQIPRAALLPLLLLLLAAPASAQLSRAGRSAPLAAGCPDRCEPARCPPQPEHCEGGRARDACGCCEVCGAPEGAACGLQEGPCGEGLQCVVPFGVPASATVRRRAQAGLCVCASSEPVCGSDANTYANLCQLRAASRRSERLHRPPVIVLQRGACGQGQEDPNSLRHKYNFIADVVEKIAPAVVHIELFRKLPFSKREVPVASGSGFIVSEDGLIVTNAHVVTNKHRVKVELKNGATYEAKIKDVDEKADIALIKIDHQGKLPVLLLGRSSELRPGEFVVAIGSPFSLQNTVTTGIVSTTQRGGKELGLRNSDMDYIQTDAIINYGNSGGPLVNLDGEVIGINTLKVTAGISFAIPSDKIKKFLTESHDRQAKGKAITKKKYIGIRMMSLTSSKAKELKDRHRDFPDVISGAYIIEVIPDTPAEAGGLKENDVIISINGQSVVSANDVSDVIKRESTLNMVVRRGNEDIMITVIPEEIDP
TCR CD3 inh: inhibitors of human TCR-CD3 interaction; TAMRA-labeled TCR probe fluorescence, biochemical; inhibition, % at 9.4 µM; actives 0.37% (n = 360,000); in the data active = inhibition above about 19%;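 also: recombinant mutant TCR 2C K166C tagged with TAMRA read by polarization; 0% = receptor in buffer alone and 100% = receptor with positive control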
SIAE inh: inhibitors of human sialic acid acetylesterase SIAE | Q9HAT2 | SIAE FP-Rh probe binding, fluorescence polarization | inhibition, % at 9.66 µM | actives 0.69% (n = 370,000);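 active = inhibition above a cutoff: mean of compounds within the control limits plus 3 SD of those, cut at about 17% in these data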;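 also: 0% = plate median of compound wells and 100% = probe without SIAE protein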
An asterisk follows results filed as active.

For CCCC1=Nc2cc(C(=O)NCCCOCC)ccc2Sc2ccccc21 the results were rCAG binder -6, PRMT1 FP inh 3, mABHD4 FP -17, Rev-erbA mod -3, PG9 binder 0.5, TDP2 absorb -4, LEDGF integ inh 7, HTRA1 inh -8, TCR CD3 inh -7 and SIAE inh -6.
For Cn1c(=O)c2c(ncn2CC(=O)N2CCN(c3ccc([N+](=O)[O-])cc3)CC2)n(C)c1=O the results were rCAG binder -1, PRMT1 FP inh -7, mABHD4 FP -3, Rev-erbA mod 5, PG9 binder -1.7, TDP2 absorb -5, LEDGF integ inh 4, HTRA1 inh 8, TCR CD3 inh 8 and SIAE inh 0.
Screening CCOC(=O)c1ccc(NC(=O)C2C3C=CC(C3)C2C(=O)O)cc1 (stereo not given) returned rCAG binder 3, PRMT1 FP inh -1, mABHD4 FP -2, Rev-erbA mod 6, PG9 binder -0.9, TDP2 absorb 7, LEDGF integ inh 2, HTRA1 inh -1, TCR CD3 inh -1 and SIAE inh 0.
For O=C1OC(COCC#Cc2ccccc2)CN1c1ccccc1 (stereo not given) the results were rCAG binder -1, PRMT1 FP inh -2, mABHD4 FP -3, Rev-erbA mod 3, PG9 binder -3.0, TDP2 absorb 1, LEDGF integ inh 3, HTRA1 inh -6, TCR CD3 inh 0 and SIAE inh -8.
`COc1ccc(N2CCN(CC(O)COC(C)(C)C)CC2)cc1` (stereo not given) gave rCAG binder -8, PRMT1 FP inh -3, mABHD4 FP 5, Rev-erbA mod -7, PG9 binder -1.2, TDP2 absorb 2, LEDGF integ inh -4, HTRA1 inh 3, TCR CD3 inh 2 and SIAE inh -2.
`C/C(=C\c1ccccc1)C1NC(=O)c2c(sc3c2CCCC3)N1` (stereo not given) gave rCAG binder 19, PRMT1 FP inh 4, mABHD4 FP 4, Rev-erbA mod -4, PG9 binder -0.2, TDP2 absorb -3, LEDGF integ inh 1, HTRA1 inh -15, TCR CD3 inh 0 and SIAE inh -7.
`Cc1nc2c(C)[n+](CC(=O)c3ccccc3)ccc2n1C` gave rCAG binder -3, PRMT1 FP inh -1, mABHD4 FP -2, Rev-erbA mod -3, PG9 binder -1.3, TDP2 absorb -2, LEDGF integ inh 0, TCR CD3 inh 4 and SIAE inh -3.
For COc1ccc(C(=O)NC(=S)Nc2ccc(S(N)(=O)=O)cc2)cc1 the results were rCAG binder -2, PRMT1 FP inh -1, mABHD4 FP 1, Rev-erbA mod -1, PG9 binder -1.5, TDP2 absorb 2, LEDGF integ inh 3, HTRA1 inh 9, TCR CD3 inh 6 and SIAE inh -6.
`COc1cc(/C=C/C(=O)OCC(=O)N(C)C2CCS(=O)(=O)C2)ccc1OC(F)F` (stereo not given) gave rCAG binder -4, PRMT1 FP inh 5, mABHD4 FP 1, Rev-erbA mod -2, PG9 binder 1.4, TDP2 absorb 6, LEDGF integ inh -4, HTRA1 inh -1, TCR CD3 inh -3 and SIAE inh 0.
`CCCCN(CC)S(=O)(=O)c1ccc2c(c1)CCCN2C(C)=O` gave rCAG binder -9, PRMT1 FP inh -1, mABHD4 FP 4, Rev-erbA mod 0, PG9 binder 0.3, TDP2 absorb -8, LEDGF integ inh -1, HTRA1 inh 3, TCR CD3 inh 1 and SIAE inh 2.

Brought forward from above: 2 entries, then new ones.
`COc1cc(/C=C/C(=O)OCC(=O)N(C)C2CCS(=O)(=O)C2)ccc1OC(F)F` (stereo not given) gave rCAG binder -4, PRMT1 FP inh 5, mABHD4 FP 1, Rev-erbA mod -2, PG9 binder 1.4, TDP2 absorb 6, LEDGF integ inh -4, HTRA1 inh -1, TCR CD3 inh -3 and SIAE inh 0.
`CCCCN(CC)S(=O)(=O)c1ccc2c(c1)CCCN2C(C)=O` gave rCAG binder -9, PRMT1 FP inh -1, mABHD4 FP 4, Rev-erbA mod 0, PG9 binder 0.3, TDP2 absorb -8, LEDGF integ inh -1, HTRA1 inh 3, TCR CD3 inh 1 and SIAE inh 2.
`O=C(O)c1ccc(N/N=C2/CCCc3ccccc32)cc1` gave rCAG binder 7, PRMT1 FP inh 14, mABHD4 FP 6, Rev-erbA mod 3, PG9 binder -2.2, TDP2 absorb -5, LEDGF integ inh 2, HTRA1 inh -5, TCR CD3 inh -5 and SIAE inh 11.
For Cc1cccc(NC(=O)c2ccc3nccnc3c2)n1 the results were rCAG binder 1, PRMT1 FP inh 2, mABHD4 FP 1, Rev-erbA mod 2, PG9 binder -2.5, TDP2 absorb 19, LEDGF integ inh 1, HTRA1 inh 0, TCR CD3 inh 7 and SIAE inh -3.
For COc1ccc(CNC(=O)[C@@H]2CCCN2C(=O)[C@@H]2Cc3ccccc3CN2C(=O)OC(C)(C)C)cc1 the results were rCAG binder -7, PRMT1 FP inh -2, mABHD4 FP -7, Rev-erbA mod 4, PG9 binder 0.4, TDP2 absorb 14, LEDGF integ inh 3, HTRA1 inh -1, TCR CD3 inh -1 and SIAE inh 1.
For CC1(c2ccc3ccccc3c2)NC(=O)N(CC(=O)Nc2ncccc2O)C1=O (stereo not given) the results were rCAG binder 7, PRMT1 FP inh 1, mABHD4 FP 6, Rev-erbA mod 5, PG9 binder -1.2, TDP2 absorb 3, LEDGF integ inh -1, HTRA1 inh -3, TCR CD3 inh 1 and SIAE inh 8.
`CCOc1ccc(NC(=O)CSc2nnc(Cn3cnc([N+](=O)[O-])n3)n2CC)cc1` gave rCAG binder -2, PRMT1 FP inh -10, mABHD4 FP 0, Rev-erbA mod 6, PG9 binder -1.5, TDP2 absorb -11, LEDGF integ inh 1, HTRA1 inh 3, TCR CD3 inh 5 and SIAE inh -6.
For CCOC(=O)C1CCN(C(=O)c2ccc(OCC(=O)N3CCOCC3)c(OC)c2)CC1 the results were rCAG binder -7, PRMT1 FP inh 1, mABHD4 FP -1, Rev-erbA mod 1, PG9 binder -0.6, TDP2 absorb 1, LEDGF integ inh 3, HTRA1 inh -3, TCR CD3 inh 8 and SIAE inh 2.
Screening Cc1ccccc1CSc1n[nH]c(NS(=O)(=O)c2ccccc2)n1 returned rCAG binder 3, PRMT1 FP inh -1, mABHD4 FP -13, Rev-erbA mod 9, PG9 binder 0.1, TDP2 absorb -13, LEDGF integ inh -2, HTRA1 inh -21, TCR CD3 inh 7 and SIAE inh 1.
O=C(C1CCCN(Cc2ccc3c(c2)OCO3)C1)N1CCCC1 (stereo not given) was read as rCAG binder -2, PRMT1 FP inh 5, mABHD4 FP 6, Rev-erbA mod 0, PG9 binder 1.4, TDP2 absorb -3, LEDGF integ inh -2, HTRA1 inh -2, TCR CD3 inh -1 and SIAE inh 4.
`Cc1sc2nc(CN3CCCC3)nc(NCc3ccncc3)c2c1C` gave rCAG binder 1, PRMT1 FP inh -3, mABHD4 FP -5, Rev-erbA mod -3, PG9 binder 1.4, TDP2 absorb -8, LEDGF integ inh 5, HTRA1 inh 5, TCR CD3 inh 1 and SIAE inh -7.
Screening O=S(=O)(Nc1ccc2c(c1)OCCO2)c1ccc(Br)s1 returned rCAG binder 7, PRMT1 FP inh 2, mABHD4 FP 1, Rev-erbA mod 0, PG9 binder -2.0, TDP2 absorb -7, LEDGF integ inh 1, HTRA1 inh 0, TCR CD3 inh -5 and SIAE inh 0.
Screening O=C1C(=O)N(Cc2cccnc2)C(c2ccccn2)/C1=C(/O)c1ccc(F)cc1 (stereo not given) returned rCAG binder -1, PRMT1 FP inh 2, mABHD4 FP 0, Rev-erbA mod -3, PG9 binder 1.8, TDP2 absorb 3, LEDGF integ inh -2, HTRA1 inh 3, TCR CD3 inh -3 and SIAE inh -3.
CCOc1c2ccc(C(=O)NCc3ccccc3OC)cc2nn1CC was read as rCAG binder -6, PRMT1 FP inh 1, mABHD4 FP 7, Rev-erbA mod -4, PG9 binder 1.4, TDP2 absorb -1, LEDGF integ inh 2, HTRA1 inh 0, TCR CD3 inh -1 and SIAE inh 4.
Screening COC(=O)[C@H](Cc1c[nH]c2ccccc12)NC(=O)NCc1ccc(OC)cc1 returned rCAG binder 2, PRMT1 FP inh 0, mABHD4 FP 2, Rev-erbA mod 3, PG9 binder -1.4, TDP2 absorb -11, LEDGF integ inh 4, HTRA1 inh 0, TCR CD3 inh 2 and SIAE inh 1.
`Cc1ccc2c(c1)C(CS(=O)(=O)NCc1ccccc1)NC2` (stereo not given) gave rCAG binder 9, PRMT1 FP inh 5, mABHD4 FP 1, Rev-erbA mod -4, TDP2 absorb -8, LEDGF integ inh -5 and SIAE inh -1.
Screening Cc1noc(C)c1CSc1cc(C)c2ccccc2n1 returned rCAG binder -4, PRMT1 FP inh 1, mABHD4 FP -6, Rev-erbA mod 1, PG9 binder -0.2, TDP2 absorb 0, LEDGF integ inh 4, HTRA1 inh -21, TCR CD3 inh -1 and SIAE inh -1.
Screening COc1ccc(CNC(C)CCc2ccccc2)cc1 (stereo not given) returned rCAG binder 3, PRMT1 FP inh 5, mABHD4 FP -3, Rev-erbA mod -2, PG9 binder 2.3, TDP2 absorb -19, LEDGF integ inh 0, HTRA1 inh 5, TCR CD3 inh 1 and SIAE inh -8.
Screening O=C(CN1C(=O)NC2(CCCCC2)C1=O)NCc1ccc2c(c1)OCO2 returned rCAG binder -1, PRMT1 FP inh -3, mABHD4 FP -1, Rev-erbA mod 3, PG9 binder -0.2, TDP2 absorb 1, LEDGF integ inh 2, HTRA1 inh 4, TCR CD3 inh 1 and SIAE inh -3.
For COc1ccccc1-c1cc(SC)c(C#N)c(=O)o1 the results were rCAG binder 1, PRMT1 FP inh -1, mABHD4 FP -6, Rev-erbA mod 0, PG9 binder -0.2, TDP2 absorb 9, LEDGF integ inh -1, HTRA1 inh -5, TCR CD3 inh 9 and SIAE inh 1.
`COc1ccc(NC(=O)CSc2nc(O)cc(=O)n2C)cc1` gave rCAG binder 33, PRMT1 FP inh 1, mABHD4 FP -4, Rev-erbA mod -2, PG9 binder -0.8, TDP2 absorb -9, LEDGF integ inh 1, HTRA1 inh -8, TCR CD3 inh -3 and SIAE inh 0.
For Cc1ccsc1C(=O)OCC(=O)c1cc(C)n(C)c1C the results were rCAG binder 1, PRMT1 FP inh -3, mABHD4 FP 0, Rev-erbA mod -7, PG9 binder 1.1, TDP2 absorb 3, LEDGF integ inh 4, HTRA1 inh 2, TCR CD3 inh 0 and SIAE inh 8.
`COC1=C(Nc2ccc(OC)cc2)C(=O)C(OC)=C(Nc2ccc(OC)cc2)C1=O` gave rCAG binder 0, PRMT1 FP inh -1, mABHD4 FP 4, Rev-erbA mod -5, PG9 binder -4.7, TDP2 absorb 3, LEDGF integ inh -4, HTRA1 inh -2, TCR CD3 inh 0 and SIAE inh 14.
For Cc1nc2ccc(S(=O)(=O)NCC(=O)Nc3ccc(F)cc3)cc2s1 the results were rCAG binder 0, PRMT1 FP inh 0, mABHD4 FP 4, Rev-erbA mod -1, PG9 binder 0.7, TDP2 absorb 2, LEDGF integ inh -1, HTRA1 inh 8, TCR CD3 inh 6 and SIAE inh -1.

These rows are one share of the data, so the mix of outcomes need not match the whole.
